Bioassay records deposited in PubChem BioAssay by several laboratories.
TRPML3 agonist: activates the human TRPML3 channel. Q8TDD5. hit rate 0.29% among 220,000. activation, % at 3 µM. HEK293 TRPML3-YFP, Fluo-8 calcium fluorescence; 100% = the carbachol control signal;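 active means activation above its plate's cutoff, the mean activation of the plate's test wells plus 3 SD, cut at about 12% in these data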;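 further: 0% = DMSO only wells and 100% = carbachol wells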
Target sequence (Q8TDD5 whole entry, looked up): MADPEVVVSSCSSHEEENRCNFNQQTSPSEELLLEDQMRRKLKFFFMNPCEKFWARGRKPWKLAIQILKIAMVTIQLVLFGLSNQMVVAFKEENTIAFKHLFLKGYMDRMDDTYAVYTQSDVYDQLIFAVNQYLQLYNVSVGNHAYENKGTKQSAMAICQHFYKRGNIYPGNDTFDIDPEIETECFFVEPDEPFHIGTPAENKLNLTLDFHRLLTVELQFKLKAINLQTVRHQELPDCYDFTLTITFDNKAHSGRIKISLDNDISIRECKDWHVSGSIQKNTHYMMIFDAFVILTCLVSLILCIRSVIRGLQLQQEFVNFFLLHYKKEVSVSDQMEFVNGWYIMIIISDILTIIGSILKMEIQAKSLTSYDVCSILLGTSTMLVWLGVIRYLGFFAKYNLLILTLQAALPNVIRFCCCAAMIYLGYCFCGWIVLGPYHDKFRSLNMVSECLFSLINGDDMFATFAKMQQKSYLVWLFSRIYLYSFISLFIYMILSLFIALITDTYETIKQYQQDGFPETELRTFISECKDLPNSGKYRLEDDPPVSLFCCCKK
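Test system: HEK293 cells stably carrying human TRPML3-YFP; Doses: single dose, 3 µM final nominal compound, 0.3% DMSO final; Schedule: dye loading 1 h 37 °C then 30 min ambient, 125 s read; Technique: Fluo-8 calcium fluorescence; Benchmarks: high control carbachol 87 µM, low control DMSO.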
TRPN1 ag: agonists of zebrafish TRPN1 channel; HEK293 zebrafish TRPN1-YFP, Fluo-8 calcium fluorescence; 100% = response to 87 µM carbachol; activation, % at 3 µM; hit rate 0.18% among 220,000; AID 1424;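 active means activation above its plate's cutoff, the mean activation of test wells on that plate plus 3 SD, cut at about 19% in these data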;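 further: 0% = DMSO alone and 100% = 87 µM carbachol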
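Control set: carbachol 87 µM as high control, DMSO as low control; system: HEK293 stable line with zebrafish TRPN1-YFP; read-out: % activation versus carbachol response; detection: intracellular calcium fluorescence with Fluo-8; doses: single test compound dose, 3 µM nominal, 0.3% DMSO; schedule: dye 1 h 37 °C plus 30 min RT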
CHOP inh: CHOP inhibition in unfolded protein response; CHO-K1 CHOP-promoter luciferase, tunicamycin-induced, 15-18 h; inhibition, % at 10 µM; hit rate 3.8% among 220,000; AID 2732;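 active means compounds that reduced the stress-induced luciferase reporter signal by more than about 70% of percent inhibition, limit read from the data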;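 further: 0% = tunicamycin plus vehicle and 100% = wells without tunicamycin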
RBBP9 inhibitor: inhibitors of human serine hydrolase RBBP9; AID 1515; hit rate 0.2% among 220,000; inhibition, % at 7.94 µM; recombinant RBBP9, FP-Rh probe fluorescence polarization;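 active means inhibition above the campaign mean of all tested compounds plus 3 SD, cut at about 14% in these data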;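 further: plate controls were DMSO wells with RBBP9 for no effect and wells lacking RBBP9 protein for full effect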
Target sequence (O75884 whole entry, looked up): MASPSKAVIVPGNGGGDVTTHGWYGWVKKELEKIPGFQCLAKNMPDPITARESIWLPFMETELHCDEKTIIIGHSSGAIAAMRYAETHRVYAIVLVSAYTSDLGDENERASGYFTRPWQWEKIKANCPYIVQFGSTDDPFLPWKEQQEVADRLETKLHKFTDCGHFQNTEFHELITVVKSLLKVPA
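System: RBBP9 protein / Quantity: 2.5 µM RBBP9 dispensing solution, before mixing / Also added: Serine-hydrolase probe FP-Rh, 375 nM pre-mixing / Dosing: 7.94 µM single dose, 0.794% DMSO / Timing: enzyme-compound preincubation 30 min, then probe labeling 45 min, 25 °C / Signal: FP readout at 525/598 nm / Controls: DMSO-treated enzyme wells and wells lacking RBBP9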
Ba/F3 V617F tox: lowers viability of Ba/F3 cells expressing EpoR and JAK2V617F | ATP luminescence | inhibition, % at 5.6 µM | hit rate 1.1% among 220,000 | AID 1446;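 active means inhibition above the campaign mean plus 3 SD over all tested compounds, cut at about 24% in these data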;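 further: cytokine-independent growth of Ba/F3 cells driven by EpoR plus mutant JAK2; 0% = DMSO-treated cells and 100% = JAK inhibitor I control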
BaF3 tox: parental Ba/F3 viability inhibition as JAK2V617F counter-screen; CellTiter-Glo ATP luminescence; inhibition, % at 5.6 µM; hit rate 1.1% among 220,000; AID 1486;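 active means inhibition above a per-campaign cutoff, the mean inhibition of all tested compounds plus 3 SD, cut at about 27% in these data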;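 further: 0% = DMSO wells and 100% = JAK Inhibitor I control wells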
Wee1 degr inh: blocks degradation of human Wee1 kinase; AID 1321; hit rate 1.2% among 220,000; reporter increase, % at 5 µM; HeLa Luc-Wee1K328M stability, luciferase luminescence; 100% = proteasome inhibitor MG132 effect; P30291;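 active means activation above the mean of all tested compounds plus 3 SD, set per screening run, cut at about 8.8% in these data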;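 further: cells exposed to compound for 20 h before luminescence read; 0% = DMSO alone and 100% = MG132 at 30 µM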
PPC-1+TRAIL kill: PPC-1 cancer cell killing with TRAIL present; PPC-1 cells + TRAIL, ATPLite viability luminescence; cell killing (% activity), % at 4 µM; hit rate 0.41% among 220,000;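 active means cell killing above 50% in the first pass at 4 µM, then a duplicate retest at 5 µM averaging 50% or more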;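 further: plate controls were cells with TRAIL plus DMSO for no effect and medium-only wells lacking cells for full effect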
TNF necrop inh: blocks TNF-alpha induced death of Jurkat FADD-/- cells; Jurkat FADD-/- TNF necroptosis rescue, ATP luminescence, 24 h; 0 = TNF only, 100 = no-TNF cells; activation (protection from cell death), % at 10 µM; hit rate 0.068% among 220,000;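 active means activation, meaning protection from cell death, of at least 50% relative to plate controls; inactive means activation below 50%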;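 further: necroptosis triggered by 40 ng/mL TNF-alpha added together with compound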
Active calls of the source: *; & = joins results of further samples.

The opening 2 compounds, ahead of the listing:
How did O=C(Cn1cnc2cc([N+](=O)[O-])ccc2c1=O)Nc1ccc2c(c1)CCC2 do in these assays?
TRPML3 agonist: -0.3; TRPN1 ag: 0.4; CHOP inh: -9; RBBP9 inhibitor: -10; Ba/F3 V617F tox: 1; BaF3 tox: 4; Wee1 degr inh: -1; PPC-1+TRAIL kill: 6; TNF necrop inh: 0.7

Results for COc1ccc(CC(=O)NC(=S)Nc2ccc(S(N)(=O)=O)cc2)cc1 ?
TRPML3 agonist: 7.2; TRPN1 ag: 9.0; CHOP inh: 11; RBBP9 inhibitor: -5; Ba/F3 V617F tox: -2; BaF3 tox: 3; Wee1 degr inh: -1; PPC-1+TRAIL kill: 6; TNF necrop inh: 2.5

Main list (from the top)
How did O=C(Cn1cnc2cc([N+](=O)[O-])ccc2c1=O)Nc1ccc2c(c1)CCC2 do in these assays?
TRPML3 agonist: -0.3; TRPN1 ag: 0.4; CHOP inh: -9; RBBP9 inhibitor: -10; Ba/F3 V617F tox: 1; BaF3 tox: 4; Wee1 degr inh: -1; PPC-1+TRAIL kill: 6; TNF necrop inh: 0.7

Results for COc1ccc(CC(=O)NC(=S)Nc2ccc(S(N)(=O)=O)cc2)cc1 ?
TRPML3 agonist: 7.2; TRPN1 ag: 9.0; CHOP inh: 11; RBBP9 inhibitor: -5; Ba/F3 V617F tox: -2; BaF3 tox: 3; Wee1 degr inh: -1; PPC-1+TRAIL kill: 6; TNF necrop inh: 2.5

How did COc1cc(OC)cc(C(=O)Nc2ccc(S(=O)(=O)Nc3cc(C)on3)cc2)c1 do in these assays?
TRPML3 agonist: 1.3; TRPN1 ag: -0.6; CHOP inh: 12; RBBP9 inhibitor: -1; Ba/F3 V617F tox: -1; BaF3 tox: 5; Wee1 degr inh: -1; PPC-1+TRAIL kill: 13; TNF necrop inh: 1.1

What do the screens show for `CC(=O)Nc1nnc(C2=COCCO2)o1`?
TRPML3 agonist: -0.4; TRPN1 ag: 1.9; CHOP inh: -18; RBBP9 inhibitor: -12; Ba/F3 V617F tox: -2; BaF3 tox: 0; Wee1 degr inh: -2; PPC-1+TRAIL kill: 15; TNF necrop inh: 1.1

What do the screens show for `Cc1nnc(SCc2ccc(C(=O)O)cc2)s1`?
TRPML3 agonist: 0.5; TRPN1 ag: -0.2; CHOP inh: 44; RBBP9 inhibitor: -8; Ba/F3 V617F tox: -2; BaF3 tox: 3; Wee1 degr inh: -1; PPC-1+TRAIL kill: 8; TNF necrop inh: 0.9

What do the screens show for `N#CC1=C(N)OC2=C(CC/C2=C\c2ccccc2)C1c1ccccc1` (configuration not stated)?
TRPML3 agonist: 2.8; TRPN1 ag: 7.3; CHOP inh: 58; RBBP9 inhibitor: -2; Ba/F3 V617F tox: 7; BaF3 tox: 12; Wee1 degr inh: 2; PPC-1+TRAIL kill: 8; TNF necrop inh: -11

Results for Cc1nc2ccccc2c(=O)n1NC(=O)C1CCCCC1 ?
TRPML3 agonist: 0.1; TRPN1 ag: -0.2; CHOP inh: 25; RBBP9 inhibitor: 1; Ba/F3 V617F tox: -4; BaF3 tox: -2; Wee1 degr inh: -1; PPC-1+TRAIL kill: 2; TNF necrop inh: -0.7

Results for CC1=C(C(=O)OCc2ccccc2)C(c2cccs2)N2C(=O)CCSC2=N1 (configuration not stated) ?
TRPML3 agonist: -0.1; TRPN1 ag: -1.9; CHOP inh: -1; RBBP9 inhibitor: -3; Ba/F3 V617F tox: -2; BaF3 tox: 2; Wee1 degr inh: -3; TNF necrop inh: 0.6

Results for CCc1nnc(NC(=O)CSc2nc(C)c3c(c2C#N)CCCC3)s1 ?
TRPML3 agonist: -0.2; TRPN1 ag: 0.8; CHOP inh: -37; RBBP9 inhibitor: -4; Ba/F3 V617F tox: -1; BaF3 tox: 3; Wee1 degr inh: 0; PPC-1+TRAIL kill: 57*; TNF necrop inh: -5.2

How did CCOc1ccccc1Oc1ccc(C(F)(F)F)cn1 do in these assays?
TRPML3 agonist: 0.7; TRPN1 ag: 1.0; CHOP inh: 10; RBBP9 inhibitor: 3; Ba/F3 V617F tox: -4; BaF3 tox: 1; Wee1 degr inh: -1; PPC-1+TRAIL kill: 13; TNF necrop inh: -0.4

Results for COCCCNC(=O)Cn1cc2c(n1)CCC(C)C2 (configuration not stated) ?
TRPML3 agonist: 0.7; TRPN1 ag: 1.2; CHOP inh: 38; RBBP9 inhibitor: 4; Ba/F3 V617F tox: -1; BaF3 tox: 8; Wee1 degr inh: -2; PPC-1+TRAIL kill: 16; TNF necrop inh: 1.7

How did Cc1sc2nc(CN3CCN(S(=O)(=O)c4cccc5nonc45)CC3)[nH]c(=O)c2c1C do in these assays?
TRPML3 agonist: 0.2; TRPN1 ag: 0.5; CHOP inh: -10; RBBP9 inhibitor: -3; Ba/F3 V617F tox: 1; BaF3 tox: 2; Wee1 degr inh: -2; PPC-1+TRAIL kill: -19; TNF necrop inh: 1.6

How did CCOC(=O)C1=C(C)NC(C)=C(C(=O)OCC)C1c1nc2ccccc2[nH]1 do in these assays?
TRPML3 agonist: 0.7; TRPN1 ag: 0.0; RBBP9 inhibitor: -10; Ba/F3 V617F tox: 0; BaF3 tox: -2; Wee1 degr inh: -2; TNF necrop inh: -0.9

Results for COc1ccc(-c2cc(C(=O)O)c3ccccc3n2)c(OC)c1 ?
TRPML3 agonist: 0.3; TRPN1 ag: 2.2; CHOP inh: -11; RBBP9 inhibitor: -7; Ba/F3 V617F tox: -4; BaF3 tox: 0; Wee1 degr inh: 0; PPC-1+TRAIL kill: 4; TNF necrop inh: 0.5

How did COC(=O)c1c(NC(=O)COC(=O)[C@@H](NS(=O)(=O)c2ccccc2)C(C)C)sc2c1CCC2 do in these assays?
TRPML3 agonist: 0.2; TRPN1 ag: 0.1; CHOP inh: 26; RBBP9 inhibitor: -2; Ba/F3 V617F tox: -6; BaF3 tox: 3; Wee1 degr inh: -3; PPC-1+TRAIL kill: 1; TNF necrop inh: 3.0

What do the screens show for `Fc1ccc(-c2cc3nc4c(c(N5CCOCC5)n3n2)CCCC4)cc1`?
TRPML3 agonist: -0.4; TRPN1 ag: 0.2; CHOP inh: 48; RBBP9 inhibitor: 0; Ba/F3 V617F tox: 3; BaF3 tox: 6; Wee1 degr inh: 2; PPC-1+TRAIL kill: 0; TNF necrop inh: -3.4

What do the screens show for `CCOC(=O)c1csc(NC(=O)c2ccc(OCC)cc2)n1`?
TRPML3 agonist: 3.4; TRPN1 ag: 6.8; CHOP inh: 25; RBBP9 inhibitor: -6; Ba/F3 V617F tox: 3; BaF3 tox: 4; Wee1 degr inh: 2; PPC-1+TRAIL kill: 5; TNF necrop inh: -3.3

How did COC(=O)c1cc(NC(=O)Cc2ccccc2[N+](=O)[O-])ccc1Cl do in these assays?
TRPML3 agonist: -0.4; TRPN1 ag: -1.2; CHOP inh: 39; RBBP9 inhibitor: -8; Ba/F3 V617F tox: -1; BaF3 tox: 3; Wee1 degr inh: 2; PPC-1+TRAIL kill: 17; TNF necrop inh: 1.8

How did COc1ccccc1CNCC(=O)Nc1ccc(N2CCOCC2)cc1 do in these assays?
TRPML3 agonist: 0.6; TRPN1 ag: 1.6; CHOP inh: 13; RBBP9 inhibitor: -8; Ba/F3 V617F tox: 4; BaF3 tox: 8; Wee1 degr inh: 2; PPC-1+TRAIL kill: 3; TNF necrop inh: 0.1

Results for COC(=O)c1ccc(NC(=O)CCN2CCN(c3ccccc3)CC2)cc1 ?
TRPML3 agonist: 0.7; TRPN1 ag: 0.8; CHOP inh: 11; RBBP9 inhibitor: -7; Ba/F3 V617F tox: 0; BaF3 tox: 1; Wee1 degr inh: -1; PPC-1+TRAIL kill: -5; TNF necrop inh: 2.5

Results for N#C/C(=C\c1ccco1)c1nc2ccccc2s1 ?
TRPML3 agonist: 2.0; TRPN1 ag: 2.9; CHOP inh: 36; RBBP9 inhibitor: 0; Ba/F3 V617F tox: -3; BaF3 tox: 0; Wee1 degr inh: 4; PPC-1+TRAIL kill: 38; TNF necrop inh: 0.1

Results for CCNC(=S)N1CCN(C(=O)c2ccco2)CC1 ?
TRPML3 agonist: 0.0; TRPN1 ag: -0.9; CHOP inh: 21; RBBP9 inhibitor: 5; Ba/F3 V617F tox: 1; BaF3 tox: 1; Wee1 degr inh: -2; PPC-1+TRAIL kill: -9; TNF necrop inh: -2.8

How did Cc1oc(-c2ccccc2)cc1C(=O)Nc1cccc(/C=C\C(=O)O)c1 do in these assays?
TRPML3 agonist: -0.1; TRPN1 ag: -1.9; CHOP inh: 13; RBBP9 inhibitor: -12; Ba/F3 V617F tox: -1; BaF3 tox: -2; Wee1 degr inh: -1; PPC-1+TRAIL kill: -12; TNF necrop inh: 0.7

How did Cc1noc(C)c1S(=O)(=O)Nc1ccccc1N1CCOCC1 do in these assays?
TRPML3 agonist: 0.7; TRPN1 ag: 2.4; CHOP inh: -4; RBBP9 inhibitor: -2; Ba/F3 V617F tox: 1; BaF3 tox: -1; Wee1 degr inh: 0; PPC-1+TRAIL kill: 2; TNF necrop inh: -1.7

What do the screens show for `Fc1ccc(NC(=S)Nc2cc(-c3ccccc3)[nH]n2)cc1Cl`?
TRPML3 agonist: 1.0; TRPN1 ag: 2.7; CHOP inh: 70*; RBBP9 inhibitor: -22; Ba/F3 V617F tox: 1; BaF3 tox: 1; Wee1 degr inh: -2; PPC-1+TRAIL kill: 15; TNF necrop inh: 5.8

Results for Cc1cccc(NC(=O)C23CCC(C)(/C(=N/O)C2)C3(C)C)c1 (configuration not stated) ?
TRPML3 agonist: 0.5; TRPN1 ag: 0.6; CHOP inh: 25; RBBP9 inhibitor: -4; Ba/F3 V617F tox: 2; BaF3 tox: 6; Wee1 degr inh: 2; PPC-1+TRAIL kill: -6; TNF necrop inh: -13

How did NC(=O)CCS(=O)(=O)c1ccc(Cl)cc1 do in these assays?
TRPML3 agonist: 0.0; TRPN1 ag: -0.8; CHOP inh: -18; RBBP9 inhibitor: 1; Ba/F3 V617F tox: -3; BaF3 tox: -1; Wee1 degr inh: 10*; PPC-1+TRAIL kill: 1; TNF necrop inh: 3.0

What do the screens show for `CCn1cc([N+](=O)[O-])c(C(=O)N2N=C(c3ccc4ccccc4c3)CC2c2cc(Br)ccc2O)n1` (configuration not stated)?
TRPML3 agonist: 0.4; TRPN1 ag: 0.3; CHOP inh: 27; RBBP9 inhibitor: -49; Ba/F3 V617F tox: 0; BaF3 tox: 4; Wee1 degr inh: 4; PPC-1+TRAIL kill: 20; TNF necrop inh: -10

What do the screens show for `COc1ccc2c(c1OC)C(=O)O[C@@H]2[C@H]1c2c(cc3c(c2OC)OCO3)CCN1C`?
TRPML3 agonist: -0.4; TRPN1 ag: 0.0; CHOP inh: 11&-8; RBBP9 inhibitor: 1; Ba/F3 V617F tox: 0; BaF3 tox: 6; Wee1 degr inh: 4; PPC-1+TRAIL kill: 1; TNF necrop inh: -2.1
